Screens (PubChem BioAssay)
MIN6 prolif – MIN6 beta-cell proliferation induction | proliferation, % at 10 µM | actives 0.29% (n = 330,000) | MIN6 cells proliferation, ATPlite luminescence, 48 h; cells starved in 0.2% serum; 100% = growth in 10% serum;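 active means compounds whose signal lies at least 3.5 SD above the mean of all wells on their plate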;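 further: 0% = DMSO-treated cells in low-serum medium and 100% = 10% serum control; some compounds called inactive have numbers as strong as hits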
hIAP activ – human IAP activation. actives 0.16% (n = 330,000). activation factor at 10 µM. purified human IAP, CDP-Star luminescence, 30 min; active compounds read high; 1 = vehicle-only enzyme, 0 = enzyme-free background. P09923;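 active means activation factor of the enzyme at least 2-fold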; further: the source names both 10 and 20 µM as test concentration; values of inactives mirror those of a sister screen read the other way
mIAP block – blocks mouse intestinal alkaline phosphatase; purified mouse IAP, CDP-Star luminescence, 30 min; inhibition, % at 10 µM; actives 0.2% (n = 330,000); AID 2806;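 active means inhibition of at least 40% at 10 µM in the primary screen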;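 further: plate controls were DMSO with enzyme for no effect and no enzyme wells for full effect; values of inactives mirror those of a sister screen read the other way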
hIAP inh – human IAP inhibition; P09923; purified IAP, CDP-Star luminescence, 30 min; inhibition, % at 10 µM; actives 0.12% (n = 330,000);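 active means inhibition reaching a set limit with compound at 10 µM in the primary screen, cut at about 35% in these data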;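 further: plate controls were DMSO wells with enzyme for no effect and no-enzyme buffer wells for full effect; values of inactives mirror those of a sister screen read the other way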
mIAP act – mouse IAP activation; muIAP, CDP-Star luminescence, 30 min; active compounds read high; 1 = vehicle-only enzyme signal, 0 = enzyme-free wells; AID 2805; activation factor at 10 µM; actives 0.24% (n = 330,000);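 active means activation factor of at least 2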; further: the source names both 10 and 20 µM as test concentration; values of inactives mirror those of a sister screen read the other way
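System: Mouse IAP enzyme | Also added: CDP-Star substrate | Dosing: Compounds dispensed in DMSO | Schedule: 30 min enzyme-substrate-compound incubation at room temperature | Technique: Chemiluminescence readout | Control set: DMSO-only wells and no-enzyme negative control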
APOBEC3A inh – blocks human APOBEC3A ssDNA deamination. P31941. recombinant A3A, FAM/TAMRA ssDNA deamination fluorescence. inhibition, % at 20 µM. actives 0.41% (n = 330,000);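 active means at least 40% inhibition at 20 µM here, with at most 30% in a related deaminase screen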;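 further: plate controls were A3A with DMSO for no effect and wells lacking A3A enzyme for full effect; some results filed as inactive read as strong as hits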
Target sequence (P31941 whole entry, looked up): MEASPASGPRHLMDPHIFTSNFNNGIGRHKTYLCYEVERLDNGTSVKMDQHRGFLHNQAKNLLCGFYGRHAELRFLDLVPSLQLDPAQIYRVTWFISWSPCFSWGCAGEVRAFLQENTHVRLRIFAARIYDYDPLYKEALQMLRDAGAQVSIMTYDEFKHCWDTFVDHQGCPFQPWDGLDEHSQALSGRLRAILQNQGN
SENP1 FRET inh – inhibitors of human SENP1 SUMO protease catalytic domain | inhibition, % at 10 µM | actives 0.21% (n = 360,000) | recombinant SENP1 catalytic domain, CyPet-SUMO1-YPet FRET cleavage | AID 624204 | Q9P0U3;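 active means inhibition at least 30% at 10 µM, raw YFP signal under a set limit, fluorescence ratio 0.5 to 1.5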;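 further: 0% = enzyme with DMSO and 100% = no enzyme wells; some results filed as inactive read as strong as hits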
Target sequence (Q9P0U3 419-644 limits assumed): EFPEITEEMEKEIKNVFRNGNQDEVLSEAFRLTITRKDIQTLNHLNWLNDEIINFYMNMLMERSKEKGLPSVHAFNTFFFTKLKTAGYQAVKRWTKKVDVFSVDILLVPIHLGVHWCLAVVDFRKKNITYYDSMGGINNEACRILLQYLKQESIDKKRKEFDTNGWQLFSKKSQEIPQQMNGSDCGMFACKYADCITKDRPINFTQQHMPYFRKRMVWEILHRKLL
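material = recombinant human SENP1 catalytic domain, His6-tagged | quantity = 20 pM enzyme | reagent = 25 nM SUMO1 FRET substrate | compound dosing = 10 µM single point, 0.5% DMSO | timing = 50 min enzyme reaction, room temperature, light-protected | detection = FRET, CFP and YFP emission | control set = no-enzyme low, enzyme-DMSO high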
NALP3 yeast inh – inhibitors of NALP3 inflammasome in yeast; inhibition, % at 10 µM; actives 0.39% (n = 330,000); AID 2825; Yeast reconstituted NLRP3/ASC/caspase-1, beta-gal luminescence, 24 h;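 active means inhibition of 50% or more; inactive means inhibition below 50%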;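 further: plate controls were induced DMSO wells for no effect and uninduced yeast grown without galactose for full effect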
APOBEC3G inh – APOBEC3G (human) deaminase inhibition. AID 493012. recombinant A3G, ssDNA deamination FAM/TAMRA fluorescence. Q9HC16. inhibition, % at 20 µM. actives 0.28% (n = 330,000);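 active means inhibition of at least 40% at 20 µM, with no more than 30% in the related APOBEC3A deaminase screen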;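 further: plate controls were DMSO wells with A3G for no effect and wells lacking A3G enzyme for full effect; some compounds called inactive have numbers as strong as hits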
Target sequence (Q9HC16 whole entry, looked up): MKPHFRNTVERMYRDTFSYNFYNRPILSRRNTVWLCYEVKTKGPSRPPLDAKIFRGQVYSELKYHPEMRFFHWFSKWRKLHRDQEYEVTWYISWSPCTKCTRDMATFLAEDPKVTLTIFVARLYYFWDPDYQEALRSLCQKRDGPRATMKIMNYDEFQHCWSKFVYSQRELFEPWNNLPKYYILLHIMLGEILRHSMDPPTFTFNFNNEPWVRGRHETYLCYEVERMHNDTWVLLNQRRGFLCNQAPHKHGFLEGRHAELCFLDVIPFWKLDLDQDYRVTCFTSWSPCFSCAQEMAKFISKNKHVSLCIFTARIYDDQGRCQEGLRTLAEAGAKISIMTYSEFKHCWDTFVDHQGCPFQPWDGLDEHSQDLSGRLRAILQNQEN
An asterisk follows results filed as active; nt = not tested or not shown. Not all compounds are listed. The share of hits here may be higher or lower than overall.

SMILES	MIN6 prolif	hIAP activ	mIAP block	hIAP inh	mIAP act	APOBEC3A inh	SENP1 FRET inh	NALP3 yeast inh	APOBEC3G inh
CON/C=C(\C=Nc1ccc(C(F)(F)F)cc1)c1ncc(C(F)(F)F)cc1Cl	-4.1	0.915	1.8	8.5	0.982	-0.5	-11.2	3.6	-2.6
c1ccc(COc2nsnc2N2CCOCC2)cc1	-1.4	0.761	4.5	23.9	0.955	-6.3	1.4	-15.4	-7.7
Cc1ccc(N/C=C2/Sc3ccccc3NC2=O)cc1	-0.2	1.1	3.4	-9.6	0.966	-4.0	6.8	15.5	-4.3
O=C(c1ccc(OC2CCN(C(=O)C3CC3)CC2)cc1)N(CCO)Cc1ccccc1	-1.0	0.983	2.6	1.7	0.974	-0.5	4.0	-0.6	-3.8
O=C(CSc1nnc(-c2ccc(Br)cc2)n1CCc1ccccc1)NC1CCS(=O)(=O)C1 (configuration not stated)	-1.4	0.997	0.5	0.3	0.995	1.7	2.0	-4.8	-0.2
Cn1c(N)c(C(=O)COC(=O)CNC(=O)c2ccc(Cl)cc2Cl)c(=O)n(C)c1=O	-3.9	1.15	-16.8	-15.3	1.17	-2.5	1.2	-1.4	1.3
COc1ccc2c(c1)-c1c(sn(-c3ccccc3)c1=S)C(C)(C)N2	-2.7	0.95	15.7	5.0	0.843	-4.6	3.9	18.3	-9.2
CN(CC(=O)NCc1ccccc1Cl)S(=O)(=O)c1cccs1	0.0	1	6.8	-0.4	0.932	3.8	1.3	11.9	-1.7
COc1ccc(CNc2ccc(C(=O)O)cc2)cc1	-2.1	0.997	0.6	0.3	0.994	-1.8	-0.3	18.1	-5.7
CC(=O)C(Cc1ccccc1)NC(=O)CN1CCN(Cc2ccccc2)CC1 (configuration not stated)	-0.9	1.27	-8.2	-26.7	1.08	-0.1	-1.9	11.6	-5.2
CCC(C)Oc1nc(C)cc(C)c1S(=O)(=O)c1ccccc1C (configuration not stated)	-4.3	1.21	-4.8	-20.7	1.05	-2.6	0.5	-3.8	19.5
COc1ccc(N2CC(NS(=O)(=O)c3cccnc3)CC2=O)cc1OC (configuration not stated)	0.5	0.882	-9.2	11.8	1.09	0.2	-0.3	6.6	-0.7
COCc1cc(C)nc2sc(C(=O)Nc3ccc(OC)cc3)c(N)c12	0.7	0.889	-6.1	11.1	1.06	-1.5	-39.3	15.4	-4.3
CN(C)C(=O)c1ccc(-c2n[nH]c(=O)c3ccccc23)cc1	-0.2	0.961	-13.2	3.9	1.13	1.1	1.5	9.2	-2.3
CCCc1nn2c(=O)cc(CSCC(=O)Nc3nnc(CC)s3)nc2s1	-2.9	1.2	6.0	-20.3	0.94	-2.9	-0.3	-2.4	-3.2
CNC(=O)NC(=O)COC(=O)CCCSc1nc2ccccc2s1	0.5	0.954	-0.2	4.6	1	-1.9	1.4	16.2	-8.4
CCOC(=O)C1=C(COC(=O)c2cccc(N(C)C)c2)NC(=O)NC1C (configuration not stated)	1.0	0.988	10.2	1.2	0.898	0.0	0.6	16.1	-1.0
O=C(NCCN1CCN(C(=O)c2cccs2)CC1)c1cccs1	-0.6	1.03	-0.3	-2.9	1	-2.6	3.1	10.1	-3.5
COc1ccc(C2CC(c3cccs3)=NN2c2ccc(F)cc2)cc1OC (configuration not stated)	-5.2	1.23	-42.8	-22.9	1.43	-0.1	-26.4	22.5	24.3
COc1ccc(/C=N/n2c(C)nc3c([nH]c4ccccc43)c2=O)cc1CN1CCCC(C)(C)C1	0.2	0.879	-10.9	12.1	1.11	-11.0	1.5	-6.8	-6.5
O=c1c2ccccc2ccc2ccc(P(=O)(O)O)cc12	1.7	1.04	3.3	-3.7	0.967	0.8	-1.0	-1.9	-5.6
Cc1ccc(C(C)C)c2oc(=O)cc(-c3ccc(-c4ccc(C(F)(F)F)cc4)cc3)c12	nt	nt	-2.1	nt	1.06	4.3	0.5	nt	-0.6
COc1ccc(N2C(=O)CC(N3CCC(C(N)=O)CC3)C2=O)cc1 (configuration not stated)	-2.1	1.02	-3.6	-2.5	1.04	-5.1	-0.1	11.2	-7.3
Cc1nc2ccccn2c1C(=O)CSc1cccc(Cl)c1	-1.9	1	13.3	-0.1	0.867	3.1	1.7	21.1	-4.5
COc1ccc(S(=O)(=O)NN=C2CCCC2)cc1	-3.5	1.14	5.9	-13.8	0.941	-10.3	0.4	-4.5	-8.4
CCOc1ccc2oc(C(=O)OCC(=O)N3CC(C)OC(C)C3)c(C)c2c1 (configuration not stated)	-2.4	1.03	-15.9	-3.3	1.16	-4.7	-3.1	13.5	-9.1
O=c1c2cc3c(cc2[nH]c(=S)n1Cc1ccco1)OCO3	0.4	0.96	16.9	4.0	0.831	-1.7	-2.3	6.6	-8.2
CCn1c(COc2ccc(Cl)cc2)nnc1SCc1nc2ccccc2[nH]1	-4.8	1.01	-1.9	-1.5	1.02	-6.0	0.4	6.2	-8.4
O=C(CCCN1C(=O)/C(=C/c2cccc(Br)c2)SC1=S)NCCCN1CCOCC1	-3.0	0.956	25.5	4.4	0.745	-2.0	2.4	26.5	-8.1
CN1CCCN(Cc2nc(-c3ccc(Cl)cc3)no2)CC1	5.9	0.966	14.6	3.4	0.854	-3.6	-1.4	-9.0	-5.1

A second format for some results above:
Below each compound: MIN6 prolif, hIAP activ, mIAP block, hIAP inh, mIAP act, APOBEC3A inh, SENP1 FRET inh, NALP3 yeast inh, APOBEC3G inh
> COc1ccc(N2C(=O)CC(N3CCC(C(N)=O)CC3)C2=O)cc1 (configuration not stated)
    -2.1, 1.02, -3.6, -2.5, 1.04, -5.1, -0.1, 11.2, -7.3
> O=c1c2ccccc2ccc2ccc(P(=O)(O)O)cc12
    1.7, 1.04, 3.3, -3.7, 0.967, 0.8, -1.0, -1.9, -5.6
> O=C(CCCN1C(=O)/C(=C/c2cccc(Br)c2)SC1=S)NCCCN1CCOCC1
    -3.0, 0.956, 25.5, 4.4, 0.745, -2.0, 2.4, 26.5, -8.1
> Cc1ccc(C(C)C)c2oc(=O)cc(-c3ccc(-c4ccc(C(F)(F)F)cc4)cc3)c12
    nt, nt, -2.1, nt, 1.06, 4.3, 0.5, nt, -0.6

Following part
SMILES	MIN6 prolif	hIAP activ	mIAP block	hIAP inh	mIAP act	APOBEC3A inh	SENP1 FRET inh	NALP3 yeast inh	APOBEC3G inh
C=Cc1ccc(Cn2nc(-c3ccc(C)cc3)ccc2=O)cc1	-3.7	0.882	8.3	11.8	0.917	7.2	-0.5	33.2	0.3
CC(C)C[C@@H](C(=O)NC1CCN(Cc2ccccc2)CC1)N1C(=O)N2CCc3c([nH]c4ccccc34)[C@@]2(C)C1=O	-5.8	0.914	-1.5	8.6	1.01	-1.1	-16.9	11.7	-9.1
Cc1ccn2c(C(=O)N/N=C\c3ccccc3[N+](=O)[O-])c(C)nc2c1	-2.0	0.951	15.2	4.9	0.848	-1.1	-1.9	7.7	-4.4
CCOC(=O)C1CCCN(C(=O)c2ccc(Cl)c(S(=O)(=O)N3CCCCCC3)c2)C1 (configuration not stated)	-1.6	1.14	-12.5	-13.5	1.12	-0.6	1.9	13.9	7.1
FC(F)(F)c1cccc(Cn2cnc(NC(=S)NCCc3ccccc3)n2)c1	-3.4	1.2	-8.3	-19.6	1.08	-4.0	2.0	18.0	-7.0
O=C(/C=C\c1ccccc1OC(=O)c1ccccc1F)c1cc2ccccc2o1	0.0	1.2	9.1	-20.0	0.909	3.1	-4.9	21.3	-1.8
COc1ccccc1C/C(N)=N/OC(=O)COc1ccc2ccccc2c1	-3.5	1.01	6.5	-1.2	0.935	5.2	0.5	18.1	12.0
O=C1Nc2ccc(S(=O)(=O)N3CCCC3)c3ccc(S(=O)(=O)N4CCCC4)c1c23	9.2*	0.92	10.1	8.0	0.899	-1.9	15.3	13.1	-8.5
Cc1nnn(C23C[C@@H]4C[C@@H](CC(C(=O)N5CCN(c6ccccc6)CC5)(C4)C2)C3)n1	-2.5	1.1	-0.4	-9.6	1	-0.5	-1.5	10.4	-2.7
O=C(NCCc1ccccc1Cl)C1CCC(=O)N(CC2CCCCC2)C1 (configuration not stated)	-2.5	1.48	-10.5	-47.7	1.1	-3.2	0.6	6.4	-6.9
O=C(N/C(=C/c1cccc([N+](=O)[O-])c1)C(=O)N1CCCCC1)c1ccco1	2.0	1.17	2.4	-17.3	0.976	1.2	3.5	6.4	-4.4
O=C1CN(C(=O)CNCc2ccc(Cl)cc2)c2ccccc2N1	-1.8	1.17	-6.1	-16.9	1.06	-8.2	0.9	5.9	-8.1
CN(C(=O)CCCN1C(=O)c2ccccc2C1=O)C1CCCCC1	-1.2	0.864	-2.8	13.6	1.03	-5.1	0.0	4.5	-5.9
O=C(NNC(=S)NC(=O)c1cccnc1)c1ccc(F)cc1	-0.3	1.45	22.8	-44.8	0.772	3.9	1.4	11.9	24.5
CSC1=NCCN1C(=O)COc1ccc2ccccc2c1	-0.4	1.03	2.9	-3.3	0.971	1.1	2.7	5.6	-0.9
COCCNC(=O)CS(=O)(=O)Cc1nc(-c2ccc(C)cc2)oc1C	-3.9	1.08	-4.8	-8.0	1.05	-2.7	0.9	5.9	-4.2
Cc1cc(OC(C)C(=O)NCc2ccccn2)c2c(C)c(C)c(=O)oc2c1 (configuration not stated)	-2.1	1.21	-9.3	-20.7	1.09	1.0	-0.3	9.4	-3.0
O=c1c2ccccc2ncn1-c1ccccc1F	-1.3	1.03	4.1	-3.2	0.959	-0.8	-0.5	4.1	0.5
Cc1c(Cl)cccc1Nc1nc(N)nc(CN2CCc3ccccc3C2)n1	-1.7	0.975	-0.8	2.5	1.01	-0.5	-2.9	14.5	1.6
COc1ccc(-c2nc(CS(=O)(=O)CC(=O)NC3CCCCC3C)c(C)o2)cc1 (configuration not stated)	1.1	0.991	3.1	0.9	0.969	-2.7	-0.1	3.6	0.4
COc1ccc(-c2[nH]n(-c3ccc([N+](=O)[O-])cc3)c(=O)c2C=NCC2CCCO2)cc1 (configuration not stated)	-3.1	0.952	-2.8	4.8	1.03	-0.9	18.6	15.1	-2.2
O=C(Nc1ccccc1)[C@@H]1CC=C[C@@H]2CCN(Cc3ccccc3)C(=O)[C@@H]21	-4.1	0.869	4.1	13.1	0.959	-2.1	1.4	4.9	-3.0
COc1ccc(C(=O)Nc2c(F)c(F)c(F)c(F)c2F)c(OC)c1	-3.0	1.15	-4.3	-15.2	1.04	-5.5	-2.8	10.8	0.4
CC1=NC(=O)C(N=Nc2cccc(O)c2)N1c1ccccc1 (configuration not stated)	-2.2	0.902	0.4	9.8	0.996	27.9	4.0	20.4	17.2
Cc1cccc(OCCCn2c(=O)oc3ccccc32)c1	-3.0	1.07	-2.8	-6.8	1.03	0.9	1.6	20.9	-5.7
COc1ccc(NC(=O)/C(N=Nc2cc(S(=O)(=O)Nc3ccc(OC)cc3)ccc2OC)=C(\C)O)cc1	-3.4	0.879	5.5	12.1	0.945	-7.1	2.8	2.2	-20.0
